aGlu spleen mod: lysosomal alpha-glucosidase (human) modulation. human spleen homogenate, 4-MU-alpha-glucoside fluorescence. 240,000 compounds, 0.006% hits. Potency, µM (top dose mostly 79.9 µM), inactives show top-dose activity change, negative = inhibition, hits mostly inhibitors. P10253;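 further: potency means the concentration at half of the fitted maximal effect; 0% = enzyme with vehicle and -100% = no enzyme basal signal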
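Compounds were titrated against alpha-glucosidase in spleen homogenate at pH 5.0, with 1 mM 4-methylumbelliferyl substrate for 40 min at 37 C. Reactions were quenched with pH 10 NaOH/glycine and fluorescence measured.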
HttQ103 aggreg: mutant huntingtin aggregation inhibition | PC12 HttQ103-GFP aggregates, Acumen cytometry, 40 h | Potency, µM (titrated, usually from 46.1 µM), without a hit: at the top dose activity change, negative = inhibition, actives largely listed as inhibitors | 220,000 compounds, 1.1% hits | AID 1688; further: potency means the concentration at half of the fitted maximal effect; on the % scale 0 is the no-effect control and ±100 the full control effect; nearly all actives have a fitted effect of over 60% in size
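PC12/HTTQ103-GFP, ecdysone-inducible; teb 100 nM; cpd qHTS titration; GFP aggregates read on laser cytometer, Ex 488/Em 500-530 nm.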
HTT cytoprotect: protects HTT-Q103 PC12 cells, measured by ATP. AID 1471. 230,000 compounds, 0.14% hits. Potency, µM (highest dose often 56.4 µM), without a hit: cytoprotection (ATP increase), most hits filed as activators. PC12 HTT-Q103 induced, cytoprotection, ATP luminescence, 40 h;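 further: potency means the concentration at half of the fitted maximal effect; % of control where 0% means no effect; nearly all actives have a fitted effect of over 45% in size; toxic huntingtin expression switched on by the ecdysone agonist tebufenozide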
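Stable PC12 Q103-GFP cells in serum-supplemented, phenol red-free DMEM; induction by tebufenozide at 100 nM final; compound dose series; cell viability quantified luminescently from ATP.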
GAA inh: blocks human lysosomal alpha-glucosidase; purified human GAA, 4-MU-alpha-glucoside fluorescence; Potency, µM (highest dose often 76.9 µM), without a hit: at the highest dose activity change, negative = inhibition, actives largely listed as inhibitors; 200,000 compounds, 0.005% hits; AID 1466;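 further: potency means the concentration at half of the fitted maximal effect; plate controls were uninhibited enzyme wells for no effect and no-enzyme background for full effect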
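Activity normalized between no-enzyme (basal) and enzyme-only wells. Conditions: 4 nM human enzyme, 400 uM fluorogenic substrate, citrate/phosphate pH 5.0 with Tween-20, 20 min room temperature, compounds up to 77 uM.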
CBFb-RUNX1 inh: inhibitors of human CBF-beta and RUNX1 interaction | Potency, µM (series often up to 59.8 µM), inactives show top-dose activity, negative = inhibition, most hits filed as inhibitors | AlphaScreen CBFb-His/RUNX1-biotin binding, biochemical | 230,000 tested, under 10 active | Q01196+Q13951; further: % of control where 0% means no effect
Target sequence (Q01196 whole entry, looked up): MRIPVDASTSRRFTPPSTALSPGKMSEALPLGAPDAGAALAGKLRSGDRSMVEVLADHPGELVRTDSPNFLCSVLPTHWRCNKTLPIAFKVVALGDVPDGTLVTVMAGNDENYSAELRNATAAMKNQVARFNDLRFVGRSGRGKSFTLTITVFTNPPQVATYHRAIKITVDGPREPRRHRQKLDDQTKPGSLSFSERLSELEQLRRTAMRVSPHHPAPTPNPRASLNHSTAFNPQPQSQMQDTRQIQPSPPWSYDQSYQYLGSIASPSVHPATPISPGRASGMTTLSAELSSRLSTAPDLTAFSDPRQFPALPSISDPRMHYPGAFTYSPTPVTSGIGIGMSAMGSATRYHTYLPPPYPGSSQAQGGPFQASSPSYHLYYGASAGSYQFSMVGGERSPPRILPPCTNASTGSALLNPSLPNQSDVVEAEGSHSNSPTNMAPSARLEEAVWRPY
Target sequence (Q13951 whole entry, looked up): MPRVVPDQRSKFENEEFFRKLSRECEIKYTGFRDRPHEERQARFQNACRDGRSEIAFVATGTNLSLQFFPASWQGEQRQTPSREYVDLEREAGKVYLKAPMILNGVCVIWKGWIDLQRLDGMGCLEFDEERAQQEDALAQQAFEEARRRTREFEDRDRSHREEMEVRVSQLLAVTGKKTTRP
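AlphaScreen binding: CBFb-His and RUNX1-biotin (30 nM each) preincubated 20 min, compound added for 15 min, then nickel and streptavidin beads for 90 min, all at room temperature. Disruption of the interaction by any mechanism counts as activity.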
GAA glycogen mod: alters human alpha-glucosidase cleavage of glycogen; P10253; recombinant GAA, glycogen substrate, Amplex Red glucose oxidase fluorescence; Potency, µM (highest dose often 76.4 µM), for inactives: at the highest dose activity change, negative = inhibition, usual class: inhibitors; 300,000 compounds, 0.38% hits;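 further: potency means the concentration at half of the fitted maximal effect; 0% = full enzyme reaction and -100% = no-enzyme basal signal; the screen sought inhibitors and activators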
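Recombinant enzyme (4 nM final) with compounds titrated up to 77 uM and bovine liver glycogen (30 ug) in citrate pH 5.0, 0.01% Tween-20, 37 C 40 min. Released glucose detected by Amplex Red/glucose oxidase (Ex 573/Em 610); AC50 from Hill fits.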
LMNA splice mod: LMNA splicing modulation; HeLa LMNA splicing GFP/RFP minigene ratio, 48 h; Potency, µM (highest dose often 46.1 µM), for inactives: at the highest dose ratio change, negative = inhibition, most hits filed as inhibitors; 200,000 compounds, 0.01% hits; active means well fitted inhibition curve with a large enough effect in the signal ratio, with a control signal flat, not every such curve was filed as active; inconclusive means small, poorly fitted or top-dose-only effect, or effect the other way, or a change in a side signal; the % refers to the signal ratio; further: potency means the concentration at half of the fitted maximal effect; on the % scale 0 is the no-effect control and ±100 the full control effect
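S3 HeLa cells stably expressing lamin A-EGFP splicing minigene plus DsRed2, 600 cells/well, 48 h compound exposure at 37C. Laser-scanning cytometry; analysed as GFP (500-530 nm)/RFP (575-640 nm) total intensity ratio; 0.5% DMSO vehicle.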
Numbers without * were called inactive; ? = inconclusive; . = no result given; [ ] = remark or other dose. Unless noted, the call rests on the fitted dose curve; in most records, active means well fitted curve in the direction sought with a large enough effect; inconclusive means small, poorly fitted or top-dose-only effect, or another doubt; inactive means no such curve, though single readings can be large; an effect the other way counts as inactive or inconclusive.

SMILES | aGlu spleen mod | HttQ103 aggreg | HTT cytoprotect | GAA inh | CBFb-RUNX1 inh | GAA glycogen mod | LMNA splice mod
COCCCNCCCOc1ccc(C)cc1Br | -5% | -12% | -25%[0.074 µM] | -3% | 3% | 10% | 0%
O=C(NNC(=O)c1ccccc1[N+](=O)[O-])c1ccco1 | -6% | ? | -24% | -2% | 4% | -3% | 3%[46 µM]
Cc1cc(N=CC2=C(O)CCCC2=O)no1 | 2% | 12% | -5% | -6% | 10% | 2% | -5%
CC(C)(C)C1CCC(OCC(O)CN2CCCC2)CC1 (centres undefined) | -1% | ? | -46%[inhibitor] | -1% | 3% | -10% | .
COC(=O)c1c(NC(=O)CC2SC(N)=NC2=O)sc2c1CCC(C)C2 (centres undefined) | -7% | 12% | 16%[10 µM] | 1% | 8% | 5% | -12%
CCOC(=O)C1CCCN(c2c(Nc3cccc(C)c3)c(=O)c2=O)C1 (centres undefined) | -4% | -14% | -2% | -9%[15.4 µM] | -1% | 2% | -12%
O=C(NC1CCCC1)C1CC1c1ccccc1 (centres undefined) | 0% | 11% | -17% | -3% | 0% | 7% | 6%
CC1(C)Cc2nc3sc4c(=O)[nH]cnc4c3cc2CS1 | -9% | 9% | -18% | -13% | 1% | 1% | -4%
CC1=C(C(N)=O)C(c2ccc3c(c2)OCO3)n2nc(-c3cccc(C)c3)nc2N1 (centres undefined) | 0% | -24% | -68%[inhibitor] | 5% | ? | 3% | ?
Cc1oc(-c2cccs2)nc1CS(=O)CC(=O)NCCc1ccccc1 (centres undefined) | 9% | 0% | -1% | -9% | 1% | -13% | -1%
S=c1[nH]nc(-c2ccco2)n1/N=C/C=C/c1ccco1 | -10% | -5% | 21%[0.074 µM] | -10% | -20% | -6% | -21%
COc1cc(S(=O)(=O)N2CCCCCC2)c(OC)cc1Br | -1% | -18% | -1% | -8% | 7% | 7% | 1%
COCC(=O)N1CCCN(c2nc3c(C)cccc3cc2C#N)CC1 | -22% | -27% | -12% | 5% | 11% | 11% | 11%
COCCNC(=O)C1(C)Oc2ccccc2NC1=O (centres undefined) | -3% | 1% | 9% | -1% | 2% | 0% | 0%
CCCn1c(=N)c(C#N)cc2c(=O)n3ccccc3nc21 | 4% | -3% | . | -5% | 12% | -1% | -6%
CN(Cc1cn(C)nc1-c1cccc(Cl)c1)C1CCOCC1 | 3% | 11%[9.22 µM] | -8%[10 µM] | 0% | 1% | -6% | -5%[46 µM]
COc1cc(C(=O)NCc2ccccc2)ccc1OC(F)F | 1% | -20% | 8%[10 µM] | -7% | 8% | 13% | -12%
N#Cc1c(NCCN)nc(-c2ccco2)c2c1CCCC2 | 4% | -12% | -8% | 7% | 3% | -3% | ?
COc1ccc(-c2nc3c(c4c2C[C@H](c2ccccc2)OC4)CN(S(=O)(=O)c2ccc4c(c2)OCCN4C)CC3)c(C)c1 | 3%[17.4 µM] | . | -29%[10 µM] | . | 0%[13.1 µM] | . | 14%[9.22 µM]
Cc1ccc(C(=O)CC(Nc2ccc(F)cc2)c2ccccc2)cc1 (centres undefined) | 3% | 0% | 14%[10 µM] | -5% | -1% | -6% | ?
CCOC(=O)CSc1nc2sccc2c(=O)[nH]1 | -8% | 8% | -16% | 0% | 2% | 8% | 14%
Cc1cc(C)c(S(=O)(=O)N2CCOC2CNC(=O)C(=O)NCCCn2ccnc2)c(C)c1 (centres undefined) | 3% | -21%[9.22 µM] | 23%[10 µM] | . | ? | 6% | .
CCn1nnnc1SCC(=O)c1ccc(C)cc1C | -7% | -8% | -6%[1.9 µM] | 2% | 7% | 5% | -7%
Cc1cccc2cc(C3CC(c4cccs4)=NN3S(C)(=O)=O)c(Cl)nc12 (centres undefined) | -5% | 21%[9.22 µM] | 31%[10 µM] | . | 0% | -5% | .
C=CCC(Nc1ccco1)c1ccccc1 (centres undefined) | -1% | -17% | -2% | -5% | ? | -2% | 13%
COc1ccccc1NC(=O)c1ccc(-n2cncn2)nc1 | 6% | 11% | -17%[10 µM] | 3% | -14% | 3% | 10%[46 µM]
CCOC(=O)N1CCN(C(=O)C(NS(=O)(=O)c2cccc3nsnc23)c2ccccc2)CC1 (centres undefined) | 5% | 3% | 11%[1.9 µM] | ? | 0% | 2% | -2%
CCCOC(=O)c1ccc(-c2c(C)noc2-c2ccc(OC)cc2O)o1 | -7% | 11% | 15%[10 µM] | -1% | 2% | -4% | -12%
C[C@@H]1CCC[C@H](C)N1Cc1nc(Cc2ccccc2Cl)no1 | -14% | -20%[9.22 µM] | ? | 10% | -4% | -4% | 0%[46 µM]
CCc1ccc(NC2=NC(C(=O)NC3CCCCC3)CC(=O)N2)cc1 (centres undefined) | 9% | -7% | -8%[0.074 µM] | 1% | 3% | -2% | -7%
COc1cc(NS(=O)(=O)c2ccc(Br)s2)cc(OC)c1 | -6% | ? | -20% | -2% | 7% | -6% | ?
O=C1C2ON(c3ccc(Cl)cc3)C(c3ccco3)C2C(=O)N1c1ccccc1 (centres undefined) | -6% | 12% | -7% | 0% | 4% | -1% | 11%
CC1CCCC(C)N1C(=O)Cn1cc(/C=C2/C(=O)Nc3ccccc32)c2ccccc21 (centres undefined) | -3% | -23% | -53%[inhibitor] | -13% | ? | -11% | 0%
CCCCN(CCCC)S(=O)(=O)c1c(C)[nH]c(=O)[nH]c1=O | 3% | -2% | 5% | -4% | -2% | 4% | 10%[9.22 µM]
FC(F)(F)c1cccc(-c2nn[nH]n2)c1 | 3% | 22% | -25% | 5% | 11% | -15% | ?
COCCOc1nc2c(c(=O)n(C)c(=O)n2C)n1CCc1ccccc1 | -2% | 6% | -8% | -3% | -7% | 13% | ?
Cc1ccc(C(=O)C2C(c3cccs3)NC(=O)NC2(O)C(F)(F)F)cc1 (centres undefined) | 2% | 4% | 10%[10 µM] | -18% | 9% | 5% | -14%
CC(=O)n1cc([C@H]2C=C(C(=O)N3CCN(Cc4ccc5c(c4)OCO5)CC3)O[C@@H](OCCCCO)C2)c2ccccc21 | 0% | -15%[9.22 µM] | 2%[10 µM] | . | -2% | 16% | .
Cc1sc2ncn(CC(=O)NCc3ccco3)c(=O)c2c1-c1ccc(F)cc1 | -1% | 19%[9.22 µM] | 23%[10 µM] | 14% | -5% | 13% | -4%[46 µM]
Oc1ccccc1Cn1c(-c2ccccc2O)nc2ccccc21 | 2% | 25µM* | -7% | 3% | 1% | -2% | ?
Cc1ccc2cccc(SCC(=O)NCC#N)c2n1 | -5% | 31% | . | 2% | 3% | 1% | -5%
Cc1ccc(CNC(=O)C23CN(Cc4ccccc4)CC2C(c2ccc([N+](=O)[O-])cc2)=NO3)cc1 (centres undefined) | -3% | 4% | ? | -32% | -30% | -5% | ?
O=C(Cc1ccc(Cl)cc1)Nc1ccc2oc(=O)ccc2c1 | -5% | 25%[9.22 µM] | -2%[10 µM] | . | -5% | 2% | .
CCOCCCNS(=O)(=O)c1ccc(NC(=O)Cc2c(F)cccc2Cl)cc1 | 1% | 5%[9.22 µM] | -3%[10 µM] | . | 11% | 3% | .
CCCCOC(=O)c1ccc(NC(=O)Nc2ccc(OC)c(OC)c2)cc1 | -4% | ? | -3% | ? | -9% | -6% | 6%
Cc1c(C(=O)NCc2ccccc2)c(-c2ccccc2)nn1-c1ccccc1 | 1% | -17% | ? | 5% | 2% | -7% | -9%
O=C(c1nc(-c2ccccc2)n(-c2ccccc2)n1)N1CCN(S(=O)(=O)c2ccccc2)CC1 | -3% | -12% | 1%[10 µM] | -12% | -3% | 0% | -9%
O=C(Nc1cccs1)Nc1ccc(Br)cc1F | -8% | 6% | -31%[10 µM] | 2% | -11% | ? | ?
Cc1ccc(S(=O)(=O)N(C)c2cc(S(N)(=O)=O)c(C)cc2C)cc1 | 7% | -4% | . | -9% | 7% | 22% | ?

Source: PubChem (National Center for Advancing Translational Sciences (NCATS))
